LmPK inh = blocks Leishmania mexicana pyruvate kinase activity | purified LmPK, Kinase-Glo ATP luminescence, 1 h | AID 1721 | Q27686 | Potency, µM (highest dose often 57.5 µM), for inactives: at the highest dose activity change, negative = inhibition, actives largely listed as inhibitors | 290,000 tested, 0.37% active; note: potency is the fitted concentration of half-maximal effect
Target sequence (Q27686 whole entry, looked up): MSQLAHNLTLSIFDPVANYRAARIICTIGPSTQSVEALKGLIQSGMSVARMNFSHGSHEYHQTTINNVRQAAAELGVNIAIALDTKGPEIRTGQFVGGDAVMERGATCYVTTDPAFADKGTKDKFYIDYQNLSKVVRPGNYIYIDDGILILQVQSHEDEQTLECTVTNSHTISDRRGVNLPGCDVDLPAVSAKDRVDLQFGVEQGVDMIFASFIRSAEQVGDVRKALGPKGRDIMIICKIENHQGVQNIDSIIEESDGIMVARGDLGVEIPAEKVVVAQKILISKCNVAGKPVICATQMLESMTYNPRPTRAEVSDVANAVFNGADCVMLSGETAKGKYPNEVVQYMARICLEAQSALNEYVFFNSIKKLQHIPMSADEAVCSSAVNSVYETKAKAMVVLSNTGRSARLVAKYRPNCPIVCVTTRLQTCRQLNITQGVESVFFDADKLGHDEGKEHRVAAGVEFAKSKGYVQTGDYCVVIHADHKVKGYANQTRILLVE
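In 50 mM imidazole pH 7.2 with 7 mM MgCl2, LmPK (0.1 nM) turned over PEP (0.5 mM) and ADP (0.1 mM) for 1 h at room temperature. Luciferase read-out of ATP.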
TbPYK inhibitor = T. brucei pyruvate kinase inhibition; Q57TT1; TbPYK enzyme, Kinase-Glo Plus ATP luminescence, 45 min; Potency, µM (series often up to 76.8 µM), inactives show at the top dose activity, negative = inhibition, most hits filed as inhibitors; 410,000 tested, 0.12% active; note: potency is the fitted concentration of half-maximal effect; nearly all actives have a fitted effect of over 50% in size
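Quantitative HTS: titrated library compounds versus trypanosomal pyruvate kinase in TEA buffer (pH 7.2) containing KCl, MgCl2, BSA and Tween-20. Reactions were initiated with ADP, 130 uM final. Kinase-Glo Plus luminescence was read after 45 min at RT.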
AmpC inh detg = AmpC beta-lactamase inhibition with detergent present; AmpC hydrolysis of nitrocefin, absorbance 480 nm, 0.01% Triton; Potency, µM (highest dose often 114 µM), without a hit: at the highest dose activity change, negative = inhibition, actives largely listed as inhibitors; P00811; 370,000 tested, 0.041% active; AID 485294;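 note: potency is the fitted concentration of half-maximal effect; 0% = no-compound wells and -100% = no-enzyme wells; nearly all actives have a fitted effect of over 25% in size; some results filed as inactive show a strong effect at the top dose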
Target sequence (P00811 whole entry, looked up): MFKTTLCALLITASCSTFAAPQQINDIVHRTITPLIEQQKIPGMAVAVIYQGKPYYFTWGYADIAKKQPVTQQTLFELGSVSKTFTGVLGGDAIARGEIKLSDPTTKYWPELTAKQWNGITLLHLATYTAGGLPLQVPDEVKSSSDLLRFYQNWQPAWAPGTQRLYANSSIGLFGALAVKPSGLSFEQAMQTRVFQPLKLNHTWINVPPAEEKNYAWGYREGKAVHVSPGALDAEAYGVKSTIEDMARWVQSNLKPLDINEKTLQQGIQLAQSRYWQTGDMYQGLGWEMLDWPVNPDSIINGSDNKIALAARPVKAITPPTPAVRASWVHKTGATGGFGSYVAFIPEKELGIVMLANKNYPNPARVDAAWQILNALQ
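20 mM phosphate pH 7.0 + 0.01% (detergent screen) or 0.0001% Triton X-100; 5.3 nM AmpC reagent; cpd preinc 15 min RT; nitrocefin (800 uM stock) to start; A480 q20 s × 4 min; Activity was normalised to no-enzyme and no-compound control wells.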
HCMV antiviral = inhibitors of human cytomegalovirus. HFF cells, HCMV-luciferase reporter, 72 h; stronger effect = lower value. 410,000 tested, 4.5% active. activity change, negative = inhibition, % at 57.5 µM; in the data active = activity change below about -60%; inconclusive = no clear call, values can overlap the other calls; inactive = above about -39%
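Inhibition of viral replication was scored as loss of reporter luminescence in HFFs infected with HCMV-luciferase (MOI 1 PFU/cell) for 72 h; compounds tested at 2 doses, normalized to buffer and Salinomycin controls.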
AmpC inh no detg = AmpC beta-lactamase inhibition without detergent; P00811; AmpC nitrocefin hydrolysis, absorbance 480 nm, 0.0001% Triton; Potency, µM (top dose mostly 57.1 µM), for the others: at the top dose activity change, negative = inhibition, actives largely listed as inhibitors; 330,000 tested, 0.52% active; AID 485341;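 note: potency is the fitted concentration of half-maximal effect; plate controls were no compound for no effect and no enzyme for full effect; nearly all actives have a fitted effect of over 20% in size; some results filed as inactive show a strong effect at the top dose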
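20 mM phosphate pH 7.0 + 0.01% (detergent screen) or 0.0001% Triton X-100; 5.3 nM AmpC reagent; cpd preinc 15 min RT; nitrocefin (800 uM stock) to start; A480 q20 s × 4 min; Activity was normalised to no-enzyme and no-compound control wells.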
AMA1-RON2 inh = disrupts binding of P. falciparum AMA1 to RON2; AlphaScreen AMA1-biotinylated RON2 peptide binding; Potency, µM (top dose mostly 58.2 µM), for inactives: at the top dose activity change, negative = inhibition, most hits filed as inhibitors; 360,000 tested, 0.2% active; AID 720542;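 note: potency is the fitted concentration of half-maximal effect; 0% = vehicle wells and -100% = peptide control; nearly all actives have a fitted effect of over 45% in size; some results filed as inactive show a strong effect at the top dose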
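AMA1 (3D7) with his tag at 25 nM final met compounds first, then biotinylated RON2 peptide at 25 nM; detection used donor plus acceptor beads, 10 µg/mL apiece, read by AlphaScreen after 30 min at room temperature.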
Sm TGR inh = S. mansoni TGR enzyme inhibition; Potency, µM (series often up to 114 µM), inactives show top-dose activity change, negative = inhibition, actives largely listed as inhibitors; Q962Y6; 360,000 tested, 3% active; purified TGR, DTNB reduction, TNB absorbance 405 nm; note: potency is the fitted concentration of half-maximal effect; nearly all actives have a fitted effect of over 60% in size
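TGR 20 nM + NADPH 100 uM (dispensed conc.), cpd preinc 15 min RT; start with NADPH (500 uM addition) then DTNB (15 mM addition). Kinetic TNB absorbance, 405 nm filter. Four-parameter Hill fit across titration.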
An asterisk follows results filed as active; ? = inconclusive; . = not tested or not shown; & = joins results of further samples; [ ] = remark or other dose. Unless noted, calls come from the whole dose curve; as a rule, active = well fitted curve in the direction sought with a large enough effect; inconclusive = small, poorly fitted or top-dose-only effect, or another doubt; inactive = no such curve, though single readings can be large; an effect the other way counts as inactive or inconclusive. Unless noted, % is set by controls: 0 for no effect and ±100 for the full control effect. Not a hit list, and some 7.4% of all compounds hit somewhere here.

mol	LmPK inh	TbPYK inhibitor	AmpC inh detg	HCMV antiviral	AmpC inh no detg	AMA1-RON2 inh	Sm TGR inh
Cc1ccc(C)n1C1CCS(=O)(=O)C1 (stereo not drawn)	0%	-3%	?	-10	-25%	-12%	-28%
O=C(CCN1C(=O)c2ccccc2S1(=O)=O)Nc1ccccc1	0%	-4%	-1%	?	-25%	-3%	-9%
COCCOC(=O)/C(=C\c1cc(C(C)(C)C)c(O)c(C(C)(C)C)c1)C(C)=O	-2%	1%	6%	0	100%[activator]	-3%	40µM*
COc1ccc(NC(=O)COc2ccc3oc(=O)cc(C)c3c2)cc1	-2%	-3%	-1%	-3	-20%	-11%	-2%
Cc1cc(NS(=O)(=O)c2ccc(N)cc2)no1	0%	-5%&6%	1%	?	-19%	4%	11%
COc1ccc(/C=N/NC(=O)CSCC(=O)Nc2ccccc2)cc1OC	2%	-3%	-1%	29	-21%	-1%	6%
O=C(CNC(=O)c1cccs1)N/N=C/c1ccccc1[N+](=O)[O-]	9%	4%	-15%	?	-19%	14%	8%
O=C(CN1CCCCCC1)Nc1cccc2c1OCO2	-1%	11%	-11%	-19	-23%	5%	0%
O=C(Cn1ccc2cc(S(=O)(=O)N3CCCCC3)ccc21)NCCc1ccccc1Cl	.	2%	20%	-16	.	.	10%
COc1ccc(Cl)cc1-n1c(/C=C/c2cccc3ccccc23)nc2ccccc2c1=O	.	-4%	-3%	4	.	.	7%
COc1cccc(/C=C/C(=O)OCC(=O)NCCC2=CCCCC2)c1OC	.	1%	.	12	0%	-4%	.
COc1ccc(C(=O)Nc2ccc(S(=O)(=O)N3CCCCC3)cc2)cc1OC	1%	-4%	-11%	39	-18%	-5%	0%
CCN(C(=O)COC(=O)C1CCN(S(=O)(=O)c2ccc(C)c(C)c2)CC1)C1CCS(=O)(=O)C1 (stereo not drawn)	.	-9%	-15%	7	114%[activator]	6%	5%
CCCS(=O)(=O)N1CCc2ccc(NC(=O)C3CCCO3)cc2C1 (stereo not drawn)	-5%	-12%	7%	5	-7%	19%	-26%
Cn1nc(C(=O)O)c(=O)n(C)c1=O	.	-8%	.	1	.	-6%	.
Cc1cccc(CCN2C(N(C)C)=NC[C@@H]2C)c1	.	1%	-13%	4	-19%	32%[activator]	-6%
CC1(Cc2cccc(F)c2)C(=O)Nc2ccc(OC(F)(F)F)cc21 (stereo not drawn)	.	10%	.	?	.	-5%	.
O=[N+]([O-])c1ccc(Sc2n[nH]c(-c3ccncc3)n2)nc1	-10%	-6%	6%	-5	-18%	-3%	-19%
O=P(COCCO)(c1ccccc1)c1ccccc1	0%	-3%	?	21	-19%	1%	-20%
Cc1ccc(C(=O)CN2C(=O)NC3(CCOc4ccccc43)C2=O)s1 (stereo not drawn)	.	-10%	-2%	0	-32%	2%	-10%
C=CCn1c(SCC(=O)Nc2ccc(-c3nc4ccc(C)cc4s3)cc2)nnc1-c1ccccc1	-2%	-6%	?	49	-8%	2%	-3%
COC(=O)[C@]1(CC(C)C)N[C@H](c2ccc(SC3CCCCC3)cc2)[C@@H]2C(=O)N(C)C(=O)[C@@H]21	.	1%	.	-8	35%	-7%	.
Cc1ccc(S(=O)(=O)NCc2ccc(C(=O)NCCN(Cc3ccccc3)C(C)C)cc2)cc1	6%	-1%	3%	?	45%	-2%	-23%
C=CCNC(=O)CN1CCC(O)(c2ccc(F)cc2)CC1	1%	0%	-11%	-9	-14%	1%	-14%
O=C(c1cccc(S(=O)(=O)Nc2ccc(F)cc2)c1)N1CCCC1	.	2%	-10%	-21	-19%	-4%	-16%
C=CCNC(=O)c1oc2ccc(S(=O)(=O)N3CCCCC3)cc2c1C	-4%	-8%	-7%	-23	13%	0%	-1%
Cc1ccc(C)c(Cn2c(C(=O)O)c(C=O)c3ccccc32)c1	9%	7%	2%	20	-27%	-2%	-1%
Cc1ccnc(NC(=O)CCC(=O)c2cccs2)c1	.	-11%	-1%	-39	-26%	-2%	?
O=C(Nc1ccc(-n2cccn2)cc1)C1CCCCN1Cc1cccc2cccnc12 (stereo not drawn)	1%	-1%	0%	19	48%	43%[activator]	11%
COC(=O)c1ccc(Oc2c(Cl)cccc2[N+](=O)[O-])cc1	-4%	-9%	0%	?	-14%	-2%	4%
CCCC(=O)Nc1cc2nn(-c3ccc(OC)cc3)nc2cc1C	.	0%	-3%	90	.	.	2%
S=C(Nc1ccc(Oc2ccccc2)cc1)N1CCN(c2ccccn2)CC1	-1%	-26%	-1%	?	-16%	15%	0%
CC(O)/C=C/c1cccc[n+]1C (stereo not drawn)	7%	-3%	-2%	-11	21%	-5%	?
CCc1cccc2sc(NC(=O)c3ccc(N4C(=O)CCC4=O)cc3)nc12	0%	0%	?	2	-12%	20%	-1%
CC1CCCCN1CCCNC(=O)CN1C(=O)c2cccnc2Oc2ccccc21 (stereo not drawn)	0%	-3%	4%&0%	?	-16%	3%	-7%&-1%
CCOc1ccc(NC(=O)CN(C)C(=O)c2ccc(OCC(=O)N3CCOCC3)c(OC)c2)cc1OCC	.	4%	.	-12	.	2%[11.6 µM]	.
CC(Nc1c([N+](=O)[O-])c(=O)oc2ccccc12)C(Cl)c1ccccc1 (stereo not drawn)	-1%	-3%	0%	44	-40%	-10%	-8%
CN1CC(C(=O)c2ccc([N+](=O)[O-])cc2)C(c2ccc(Cl)cc2)C1 (stereo not drawn)	0%	0%	-5%	-64*	10%	?	?
O=C(O)c1ccccc1Sc1ccccc1S(=O)(=O)NC1CCCCC1	4%	1%	-11%	-6	-24%	-5%	-1%
CC(=O)Nc1ccc(C(=O)COC(=O)c2nc3nc(C)cc(C)n3n2)cc1	.	-3%	-2%	-23	-19%	3%	-22%
COc1cccc(CNC(=O)Cn2cc3c(n2)CCCCC3)c1	8%	2%	-6%	21	-5%	-2%	7%
COc1cc2nc(CN(C)CC(=O)Nc3ccc(N4CCOCC4)cc3)[nH]c(=O)c2cc1OC	9%	6%	-2%	-18	96%[activator]	28%	1%[11.4 µM]
CCOc1ccc(S(=O)(=O)Nc2ncn[nH]2)cc1	11%	0%	-14%	-32	-12%	-6%	1%
CC(C)N1CCc2c(sc(NC(=O)CCS(=O)(=O)c3ccccc3)c2C(N)=O)C1	5%	-3%	4%	-111*	-19%	-14%	-9%
COc1ccc(-c2nnc(SCC(=O)NC3CC3)o2)c(OC)c1	.	-1%	?	-7	-3%	-9%	-7%
Cc1c(N2C(=O)C(=O)/C(=C(/O)c3ccc(Cl)cc3)C2c2ccccc2)c(=O)n(-c2ccccc2)n1C (stereo not drawn)	0%	-2%	-1%	-11	-13%	6%	-30%
COc1ccc(Nc2ncc(F)c(N3CCOCC3)n2)cc1	-18%	-7%	-1%	51	-7%[2.29 µM]	-7%	2%
CN1CCN(C2=Nc3c(Cl)cc(Cl)c4cccc2c34)CC1	11%	-16%	2%	-22	159%[activator]	?	1%
CC(C)(C)NC(=O)CN(Cc1cccs1)C(=O)CNS(=O)(=O)c1ccccc1	-2%	-11%	?	-9	-9%	-2%	-30%
COc1ccc(-c2cn3c(n2)sc2cc(C(=O)NCc4cccs4)ccc23)cc1	.	-3%	11%	.	.	.	-13%
CC(C)Sc1cc(Cl)nc(NC(=O)Nc2ccccc2)n1	-5%	2%	-2%	-14	-36%	-10%	6%
CC(C)CNC(=O)CC(=O)N/N=C/c1ccc(F)cc1	-1%	-4%	-22%	24	-10%	-16%	-1%
COc1cc(SC)ccc1C(=O)NCCCOC(C)C	-5%	0%	-12%	46	-6%	0%	0%
CCOC(=O)C1=CCC2C(=O)N(Cc3ccccc3)C(=O)C12 (stereo not drawn)	.	1%	.	-12	.	-2%	.
O=C(CSc1nnc(NC(=O)c2cc(Br)ccc2Cl)s1)NCC1CCCO1 (stereo not drawn)	-3%	0%	?	12	-36%	-6%	6%
NS(=O)(=O)c1ccc(N=Cc2ccc(Br)s2)cc1	1%	-5%	-14%	?	-1%	-4%	3%
Fc1ccc(CNC(=S)NC2CCCCCC2)cc1	0%	-3%	-8%	-27	-25%	1%	-26%
Cc1sc2c(c1C)CN(CCN1CCOCC1)CN2C(=O)c1ccccc1	0%	-7%	-1%	103	27%	-14%	79µM*
O=C(C1CCN(S(=O)(=O)Cc2ccccc2)CC1)N1CCN(c2ccccc2)CC1	.	-3%	22%	8	.	.	-3%
CC1=C(C(=O)N(C(C)C)C(C)C)CC(CC(=O)NCc2cccs2)C(=O)N1CCCN1CCCC1=O (stereo not drawn)	.	-5%	.	-9	.	2%	.

Single records (already shown):
CC(Nc1c([N+](=O)[O-])c(=O)oc2ccccc12)C(Cl)c1ccccc1 (stereo not drawn) is listed with LmPK inh = -1%; TbPYK inhibitor = -3%; AmpC inh detg = 0%; HCMV antiviral = 44; AmpC inh no detg = -40%; AMA1-RON2 inh = -10%; Sm TGR inh = -8%
CC(C)Sc1cc(Cl)nc(NC(=O)Nc2ccccc2)n1 is listed with LmPK inh = -5%; TbPYK inhibitor = 2%; AmpC inh detg = -2%; HCMV antiviral = -14; AmpC inh no detg = -36%; AMA1-RON2 inh = -10%; Sm TGR inh = 6%

Additional entries follow:
mol	LmPK inh	TbPYK inhibitor	AmpC inh detg	HCMV antiviral	AmpC inh no detg	AMA1-RON2 inh	Sm TGR inh
Cc1ccc(S(=O)(=O)N2CCN(C(=O)C(C)Cn3nc(C)c(C)c3C)CC2)cc1 (stereo not drawn)	-4%	1%	0%	-38	90%[activator]	8%	-7%
O=C(Nc1ccnc(-c2ccncc2)n1)c1cccs1	0%	3%	-2%	-31	-23%	-3%	2%
O=C(CN1CCC(n2nnc3cc(F)ccc32)CC1)Nc1ccc2c(c1)CCC2	4%	0%	2%	-18	32%	3%	-2%
N#Cc1ccc(NC(=O)COC(=O)C2Cc3ccccc3CN2C(=O)c2ccccc2)cc1 (stereo not drawn)	1%	-13%	-14%	-5	-29%	7%	-4%
COC(=O)c1cc2cc(NS(=O)(=O)c3ccc(C)cc3)ccc2s1	5%	-7%	-5%	49	-33%	-7%	-25%
O=C(NCCN1C(=O)C2C3C=CC(C3)C2C1=O)Nc1ccccn1 (stereo not drawn)	-1%	5%	-13%	-15	-1%	3%	5%

Bioassay records: PubChem BioAssay, National Center for Advancing Translational Sciences (NCATS)
